From PubChem BioAssay
mHTT-CaM PPI inh – mHTT-calmodulin interaction abrogation; P42858; AlphaScreen His-mHTT/GST-CaM binding, luminescence; inhibition, % at 15 µM; 190,000 tested, 3.6% active; AID 1671202;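 also: 0% = both proteins with DMSO and 100% = one protein alone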
Target sequence (P42858 whole entry, looked up, stated change not applied): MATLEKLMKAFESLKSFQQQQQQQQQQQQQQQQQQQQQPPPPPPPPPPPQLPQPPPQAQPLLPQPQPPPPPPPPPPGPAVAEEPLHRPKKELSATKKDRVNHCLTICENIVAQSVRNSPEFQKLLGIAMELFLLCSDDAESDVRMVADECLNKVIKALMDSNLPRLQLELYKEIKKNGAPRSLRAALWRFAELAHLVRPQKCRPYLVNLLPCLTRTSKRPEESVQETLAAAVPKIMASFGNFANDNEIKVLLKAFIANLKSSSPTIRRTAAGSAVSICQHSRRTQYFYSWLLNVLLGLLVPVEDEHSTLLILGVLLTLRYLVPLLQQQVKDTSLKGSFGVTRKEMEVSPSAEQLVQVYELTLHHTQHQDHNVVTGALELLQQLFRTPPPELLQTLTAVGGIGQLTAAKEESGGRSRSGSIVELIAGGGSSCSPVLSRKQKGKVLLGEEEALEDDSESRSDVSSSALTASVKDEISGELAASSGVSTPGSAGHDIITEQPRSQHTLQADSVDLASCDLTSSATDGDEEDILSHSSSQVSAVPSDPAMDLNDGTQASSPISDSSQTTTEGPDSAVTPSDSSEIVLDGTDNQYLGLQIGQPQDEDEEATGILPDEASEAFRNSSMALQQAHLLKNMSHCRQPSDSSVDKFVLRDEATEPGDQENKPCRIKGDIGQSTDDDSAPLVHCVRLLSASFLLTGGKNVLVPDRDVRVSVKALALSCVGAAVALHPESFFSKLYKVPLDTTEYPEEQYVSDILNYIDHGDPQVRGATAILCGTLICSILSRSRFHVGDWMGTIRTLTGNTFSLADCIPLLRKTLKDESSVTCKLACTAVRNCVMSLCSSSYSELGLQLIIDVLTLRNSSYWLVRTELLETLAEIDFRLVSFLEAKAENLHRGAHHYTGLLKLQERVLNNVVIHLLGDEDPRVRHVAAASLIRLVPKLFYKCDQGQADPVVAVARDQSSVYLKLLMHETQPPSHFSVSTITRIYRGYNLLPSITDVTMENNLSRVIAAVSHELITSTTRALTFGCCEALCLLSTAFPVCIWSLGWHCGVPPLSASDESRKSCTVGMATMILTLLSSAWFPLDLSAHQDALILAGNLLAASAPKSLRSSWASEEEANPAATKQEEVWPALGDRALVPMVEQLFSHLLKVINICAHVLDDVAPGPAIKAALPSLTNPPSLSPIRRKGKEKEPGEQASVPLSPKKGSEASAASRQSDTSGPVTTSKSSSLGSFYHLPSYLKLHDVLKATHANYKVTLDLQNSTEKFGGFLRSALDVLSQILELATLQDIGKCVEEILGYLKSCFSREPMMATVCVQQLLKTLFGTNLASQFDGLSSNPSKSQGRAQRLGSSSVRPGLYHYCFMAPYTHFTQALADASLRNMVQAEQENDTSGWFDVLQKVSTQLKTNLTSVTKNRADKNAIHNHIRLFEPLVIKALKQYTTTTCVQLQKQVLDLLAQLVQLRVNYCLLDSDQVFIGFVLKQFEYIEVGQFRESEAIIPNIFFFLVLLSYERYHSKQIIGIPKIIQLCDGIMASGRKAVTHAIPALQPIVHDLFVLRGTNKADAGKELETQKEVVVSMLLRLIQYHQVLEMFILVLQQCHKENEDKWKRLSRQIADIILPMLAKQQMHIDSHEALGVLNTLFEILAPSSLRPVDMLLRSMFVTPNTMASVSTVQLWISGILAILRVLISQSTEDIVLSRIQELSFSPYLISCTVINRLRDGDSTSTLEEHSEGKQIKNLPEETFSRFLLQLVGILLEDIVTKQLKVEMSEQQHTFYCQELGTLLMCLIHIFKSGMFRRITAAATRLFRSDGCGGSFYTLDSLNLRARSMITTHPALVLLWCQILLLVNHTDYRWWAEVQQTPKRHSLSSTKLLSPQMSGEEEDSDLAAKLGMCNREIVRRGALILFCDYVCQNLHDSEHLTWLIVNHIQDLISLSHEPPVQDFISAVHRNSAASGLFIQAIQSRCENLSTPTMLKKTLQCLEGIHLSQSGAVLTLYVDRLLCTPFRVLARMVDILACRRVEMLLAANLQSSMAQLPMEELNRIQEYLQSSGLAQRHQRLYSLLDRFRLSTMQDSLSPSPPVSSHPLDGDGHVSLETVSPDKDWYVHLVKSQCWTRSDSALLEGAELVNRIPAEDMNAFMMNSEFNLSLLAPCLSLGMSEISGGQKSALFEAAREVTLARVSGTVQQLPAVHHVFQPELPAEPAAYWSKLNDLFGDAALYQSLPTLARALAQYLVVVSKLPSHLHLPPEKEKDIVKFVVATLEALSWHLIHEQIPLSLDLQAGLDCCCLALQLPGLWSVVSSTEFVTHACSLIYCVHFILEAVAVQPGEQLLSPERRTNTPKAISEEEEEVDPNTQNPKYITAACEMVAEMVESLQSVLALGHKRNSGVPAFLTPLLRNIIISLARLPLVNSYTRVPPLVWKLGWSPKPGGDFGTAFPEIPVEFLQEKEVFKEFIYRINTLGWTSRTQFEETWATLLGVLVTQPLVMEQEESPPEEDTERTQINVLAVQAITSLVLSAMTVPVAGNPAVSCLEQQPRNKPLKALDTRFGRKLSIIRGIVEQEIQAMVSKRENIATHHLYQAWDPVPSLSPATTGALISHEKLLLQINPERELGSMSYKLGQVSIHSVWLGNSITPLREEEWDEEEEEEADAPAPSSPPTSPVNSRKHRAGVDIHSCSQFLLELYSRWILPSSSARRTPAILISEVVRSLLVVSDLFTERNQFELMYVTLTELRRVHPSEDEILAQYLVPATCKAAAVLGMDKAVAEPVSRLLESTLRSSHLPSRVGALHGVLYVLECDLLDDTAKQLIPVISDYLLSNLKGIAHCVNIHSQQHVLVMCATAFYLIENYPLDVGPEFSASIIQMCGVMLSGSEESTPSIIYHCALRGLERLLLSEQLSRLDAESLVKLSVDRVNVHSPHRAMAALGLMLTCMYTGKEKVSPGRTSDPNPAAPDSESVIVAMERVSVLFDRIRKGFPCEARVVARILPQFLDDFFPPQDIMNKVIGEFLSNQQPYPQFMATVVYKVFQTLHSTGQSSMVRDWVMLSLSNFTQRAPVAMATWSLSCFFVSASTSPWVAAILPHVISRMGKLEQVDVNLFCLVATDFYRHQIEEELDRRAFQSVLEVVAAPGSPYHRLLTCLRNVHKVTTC
Pf apPOL block – Pf-apPOL DNA polymerase inhibition; Recombinant Pf-apPOL, molecular beacon fluorescence, 1.5 h; inhibition, % at 10 µM; 210,000 tested, 0.25% active
The depositor's hits bear a star; . = not tested or not shown. Rule as the data show it: active = inhibition above about 50%; inactive = the rest.

SMILES	mHTT-CaM PPI inh	Pf apPOL block
Cc1cc(C)c(-n2nnnc2SC(C)C)c(C)c1	-48	-6
CC(C)(O)C#CCN1CCOCC1	0	-3
O=C1C(=Cc2cccc([N+](=O)[O-])c2)Oc2cc(O)ccc21	12	-2
CCc1nnc(NC(=O)c2ccc(-c3ccc(Cl)cc3)o2)s1	7	-12
Cc1ccnc(N2CCCC(C(=O)NCC3CCN(Cc4ccccc4F)CC3)C2)n1 (centres undefined)	0	-1
O=C(NCCCN1CCc2ccccc2C1)c1csc2c1CCCCC2	3	-2
CC(=O)N1CCc2sc(C(=O)N3CCN(c4ccccn4)CC3)cc2C1	10	0
NC1CCNC1 (centres undefined)	.	0
O=S(=O)(Nc1cccc(Br)c1)c1cccc2cccnc12	-2	-2
Cc1ccc(C2=C/C(=C\C=C\c3ccccc3)C(=O)O2)cc1	25	62*
Cc1ccc(OCC(O)CN2CCCC2)cc1 (centres undefined)	0	1
O=C(CCCOc1ccc(Cl)cc1Cl)N1CCCC1	6	-4
COc1ccc(NC(=O)c2cc(N3CCOCC3)c3cc(C)ccc3n2)cc1Cl	10	-3
CCN(C)C(=O)c1csc(-c2ccc(OC)cc2)n1	2	-2
CCOc1ccc(N2CC(c3nnc(NC(=O)c4ccccc4)o3)CC2=O)cc1 (centres undefined)	82*	-3
C=C(C)COc1ccc2c(-c3cc4cccc(OCC)c4oc3=O)cc(=O)oc2c1	-3	2
O=C(c1ccccc1)N1CCCC(c2ccnc(Nc3ccccc3)n2)C1 (centres undefined)	44	-2
C=CC(N)CCC(=O)O (centres undefined)	.	-3
CCCN(c1nc(C)cc(OC)n1)S(=O)(=O)c1ccc(C)cc1	-2	-4
CCCCOc1ccc(-c2nc(C=Nc3nccs3)c(O)o2)cc1	6	2
CC1(C(=O)NCc2ccc(F)cc2)CCCN(C(=O)Nc2ccc(F)cc2)C1 (centres undefined)	-5	1
CC(C)(C)c1ccc(C2CC(=O)C=C(O)C2)cc1 (centres undefined)	13	2
Cc1nc(C(=O)NCCc2ccc(F)cc2)c(C)n1C1CCN(C)CC1	8	-11
CCc1ccc(C2CC(c3ccccc3F)n3ncnc3N2)cc1 (centres undefined)	26	-2
COC1CCCc2oc(-c3ccsc3)c(C#CCO)c21 (centres undefined)	52*	8
O=S(=O)(Cc1ccc(F)cc1)N(CCc1cccs1)C1CC1	-49	0
CC(=O)NC(=O)c1cc2cc(Br)ccc2oc1=Nc1ccc(C(F)(F)F)cc1	3	9
COCCNC(=O)Nc1nc(CSCc2cc(OC)cc(OC)c2)cs1	14	-1
COc1ccc(C(=O)Nc2ccc(F)cc2F)cc1Br	-7	0
CC(=O)Oc1ccc2c(C)c(-c3ccc(Br)cc3)c(=O)oc2c1	0	-10
COc1ccc(C(C(=O)Nc2ccc(C(C)C)cc2)N(C)C(=O)c2ccc(=O)[nH]c2)cc1 (centres undefined)	27	-3
COc1ccc(N2CCN(S(=O)(=O)c3ccccc3[N+](=O)[O-])CC2)cc1	21	0
CN(C)c1ccc(NC(=O)Nc2ccc3nc(-c4ccccn4)c(-c4ccccn4)nc3c2)cc1	4	5
COc1ccccc1NC(=O)C1c2cc(OC)c(OC)cc2C(=O)N(C)C1c1cccs1 (centres undefined)	17	-5
CCOc1ccccc1C(=O)NCCc1cc2c(OC)ccc(OC)c2[nH]c1=O	5	-3
COc1ccccc1NC(=O)C(=O)NCC1CCN(S(=O)(=O)C2CC2)CC1	-18	-9
COc1cccc(CC(=O)N2CCCC3(C2)NC(=O)N(Cc2ccccc2)C3=O)c1 (centres undefined)	-1	-4
COC(=O)CNC(=O)N1CCc2nc3cc(-c4ccccc4Cl)[nH]n3c(=O)c2C1	10	-2
Cc1ccc(-c2csc(/C(C#N)=C/c3ccccc3[N+](=O)[O-])n2)cc1	31	-2
CC(C)c1noc(C2CCCCN2Cc2ccc(N(C)C)cc2)n1 (centres undefined)	54*	4
COC(=O)c1ccc(Oc2coc3c4c(ccc3c2=O)OCN(Cc2ccccn2)C4)cc1	100*	-36
O=[N+]([O-])c1ccc(N2CCN(c3ccccc3)CC2)cc1N1CCOCC1	19	4
O=C(Nc1nc2ccccc2s1)c1ccccc1F	-9	-13
Cc1ccc2nsnc2c1S(=O)(=O)NC12CC3CC(CC(C3)C1)C2	3	-6
COc1ccc(Cl)cc1S(=O)(=O)N1CCC(c2noc(-c3ccc(C)cc3)n2)CC1	-26	-7
O=C(CN1CCOCC1)NCC1COc2ccccc2O1 (centres undefined)	-6	-7
CCCOc1ccc(-c2nc3ccc(Br)cc3c(=O)o2)cc1	-4	-4
COc1cccc(C=C2Oc3c(ccc4c3CN(Cc3ccco3)CO4)C2=O)c1OC	14	15
O=C1CSC(c2ccccc2)N1c1nnc(C23CC4CC(CC(C4)C2)C3)s1 (centres undefined)	-4	6
O=C1OC(C[N+](=O)[O-])C(Cl)=C1Oc1ccccc1 (centres undefined)	7	-8
COc1ccc2c(=O)c(-c3ccccc3C)c(C(F)(F)F)oc2c1	1	-7
COc1ccc(/C=C2\C=C(c3ccc(OC)cc3OC)OC2=O)c(OC)c1	10	29
Cc1cccc2nnc(N3CCCC(C(=O)N4CCCC4)C3)n12 (centres undefined)	2	-3
CC(C)c1ccc(NC(=O)CC2COc3ccccc3NC2=O)cc1 (centres undefined)	-4	-4
CSc1ncnc2ncn(CC(=O)Nc3ccc(C)c(C)c3)c12	2	-6
O=C(CN(Cc1ccc(F)cc1)S(=O)(=O)c1ccc(Cl)cc1)NCc1ccccn1	3	-4
COc1cc(C=Nc2ccc(Cl)c(Cl)c2)cc(OC)c1OC	-1	-2
CCNC(=O)N1CCCC(c2cccc(C(=O)NCc3ccc(OC(C)C)cc3)c2)C1 (centres undefined)	34	2
COc1ccc(-c2ccc(N3C(c4ccsc4)=Cc4ccc(F)cc4C3c3c[nH]c4ccccc34)cc2)cc1 (centres undefined)	82*	-4
O=C(CSc1nc2ccccc2c(=O)[nH]1)Nc1ccc(Cl)cc1	6	-11

The list goes on.
SMILES	mHTT-CaM PPI inh	Pf apPOL block
CC1CCC2(CC1)OCC(C(=O)NCc1ccncc1)N2C(=O)c1cccc(F)c1 (centres undefined)	4	-4
Cc1cc(C(=O)ON=C(N)CSc2ncccc2C(F)(F)F)no1	.	-5
Cc1ccc2c(c1)N(C)N=C(C(=O)N1CCCCCC1)S2(=O)=O	-7	3
CC(NC(=O)c1ccc2ncnc(N3CCOCC3)c2c1)c1ccccc1 (centres undefined)	16	3
CCN1C(=O)C2C3C=CC(C3=C3C4CC5CC(C4)CC3C5)C2C1=O (centres undefined)	-3	1
COc1ccc(NCC(=O)N2c3ccccc3Sc3ccccc32)cc1	60*	3
CC(C)N1CCC2(CC1)C(C#N)=C(N)NC(S)=C2C#N	-1	.
CN1CCN(C(=O)c2ccc(N(Cc3ccc(Cl)cc3)S(C)(=O)=O)cc2)CC1	11	1
COC(=O)c1cc2c(cc1NC(=O)c1nc(-c3ccc(C)cc3)n3c1CCCCC3)OCO2	-4	-2
CC1=C(C(=O)Nc2ccccc2)C(c2ccc(F)cc2)N2C(=O)CSC2=N1 (centres undefined)	47	4
O=C1OC(c2cccc(Cl)c2)=N/C1=C/c1ccc2c(c1)OCO2	0	-5
CC(C)OC(=O)C1(C(=O)OC(C)C)CC(CO)(CO)C1	-1	-5
Cc1nc(Nc2ccc(Br)cn2)sc1C(=O)N1CCN(C)CC1	12	-8
O=C(NCCC1CCN(S(=O)(=O)c2ccccc2)CC1)NC1CCCCC1	16	-3
O=C(CSc1nc2[nH]ncc2c(=O)n1-c1ccc(Br)cc1)c1ccccc1	24	-8
Clc1ccc(C2CC(c3cccs3)n3nnnc3N2)cc1 (centres undefined)	27	0
COCC(=O)N1CCN(c2cccc(C(F)(F)F)c2)C(=O)C1C (centres undefined)	-6	-3
COc1cccc(CNc2ccc3c(c2)ncn3C2CCCCC2)c1OC	41	0
CC(=O)c1cccc(NC(=O)/C(=C/c2ccco2)NC(=O)c2cccs2)c1	34	-7
O=C(O)C(C(=O)O)C1c2ccccc2Oc2ccccc21	-5	21
COc1ccc(CNC(=O)c2cccc(N3CCNC(c4ccccc4)C3)n2)cc1OC (centres undefined)	10	-3
COc1ccc(Nc2nc(-c3cccc([N+](=O)[O-])c3)cs2)cc1	84*	2
O=C(CSc1nc2ccccc2o1)c1cccs1	-22	-4
Cn1cnc([N+](=O)[O-])c1NCc1ccc2c(c1)OCO2	.	-4
C/C(=C1/C(=O)N(c2ccc([N+](=O)[O-])cc2)N=C1c1ccccc1)N(C)C	53*	0
Cc1nc(C2CCN(Cc3ccc(C)s3)CC2)n[nH]1	-3	3
CC(C)C1C(=O)N(Cc2cn(CC3CCCCC3)nn2)CCS(=O)(=O)N1Cc1ccc(-c2ccc(F)nc2)cc1 (centres undefined)	25	0
O=C(C1CC1)N1CCc2cc(S(=O)(=O)Nc3ccc(Cl)cc3F)ccc21	4	6
CCOC(=O)c1c(OC)cccc1OC	.	-6
Cc1cc(C)nc(NC(=O)C(O)(c2ccccc2)c2ccccc2)c1	-1	4
O=C(CCc1nnc(-c2ccc(F)c(F)c2)[nH]c1=O)N1CCCC1	-3	-1
Cc1cc(NC(=O)c2cccc([N+](=O)[O-])c2)ccc1I	6	-8
CCn1cnc2ccc(-c3noc(COc4ccc(F)cc4)n3)cc21	0	-1
O=c1c2c3c(sc2nc2n1CCC2)CCC3	2	-15
COc1cc(NC(=O)c2cccc(Cl)c2)ccc1NC(=O)c1cc2ccccc2o1	3	-58
O=C(Nc1ccccc1)c1ccc(-c2cnc(N3CCCCC3)nc2)cc1	-2	3
Cc1cc(O)cc2c1C(=O)C(=Cc1cc(Cl)cc3c1OCOC3)O2	7	-7
O=C(Cc1cccs1)NCc1ccc(-c2ccc(F)cc2F)o1	.	-5
Cc1c(Cl)cccc1N(CC(=O)Nc1cccnc1)S(C)(=O)=O	-7	-10
COc1ccc(C2NC(C(=O)O)CS2)cc1CSc1ccccn1 (centres undefined)	-7	-8

3 of the compounds above, comma-delimited:
SMILES,mHTT-CaM PPI inh,Pf apPOL block
O=C(Nc1ccccc1)c1ccc(-c2cnc(N3CCCCC3)nc2)cc1,-2,3
O=c1c2c3c(sc2nc2n1CCC2)CCC3,2,-15
Cc1cc(C)nc(NC(=O)C(O)(c2ccccc2)c2ccccc2)c1,-1,4

(further entries)
SMILES	mHTT-CaM PPI inh	Pf apPOL block
O=S(=O)(c1ccc(Cl)cc1)N1CCC(n2c(-c3ccoc3)nc3cccnc32)C1 (centres undefined)	-1	-4
O=C(Nc1ccc(Cl)cc1F)c1c(F)c(F)c(F)c(F)c1F	-15	3
COc1ccc(S(=O)(=O)Nc2ccc(NS(=O)(=O)c3ccc(C)cc3)cc2)cc1	3	2
Cc1ccc2nc(N3CCC(C(=O)NC4CCCC4)CC3)[nH]c2c1	-11	-18
CCc1ccc(CNc2ncnc3c2nc2n3CCCC2)cc1	7	-4
Cc1c(N=Cc2ccccc2O)cc2c(c1[N+](=O)[O-])C(C)(C)CC2(C)C	.	-2
O=C(CSc1nnc(-c2cccc(F)c2)n1-c1ccccc1)NCc1ccco1	5	-4
C=CCNC(=O)CSc1ccc(C)cc1	-4	-6
CCc1onc(C)c1C1CCCN1Cc1sccc1C (centres undefined)	-58	1
COc1ccc(C(=O)N2CCN(Cc3ccc(=O)n(C)c3)CC2)cc1F	-13	7
O=C(CSc1nc2c(c(=O)n1-c1ccc(Br)cc1)SCC2)c1ccccc1	6	-4
Cc1ccc(-c2nc(C3CCN(C(=O)c4ccc(C(F)(F)F)cc4)CC3)no2)cc1	-10	1
OCCN1CCCC12CCC(c1ccccc1)CC2 (centres undefined)	1	-7

By substructure, the entries above containing a Cl atom (18)
SMILES	mHTT-CaM PPI inh	Pf apPOL block
CCc1nnc(NC(=O)c2ccc(-c3ccc(Cl)cc3)o2)s1	7	-12
O=C(CCCOc1ccc(Cl)cc1Cl)N1CCCC1	6	-4
COc1ccc(NC(=O)c2cc(N3CCOCC3)c3cc(C)ccc3n2)cc1Cl	10	-3
COC(=O)CNC(=O)N1CCc2nc3cc(-c4ccccc4Cl)[nH]n3c(=O)c2C1	10	-2
COc1ccc(Cl)cc1S(=O)(=O)N1CCC(c2noc(-c3ccc(C)cc3)n2)CC1	-26	-7
O=C1OC(C[N+](=O)[O-])C(Cl)=C1Oc1ccccc1 (centres undefined)	7	-8
O=C(CN(Cc1ccc(F)cc1)S(=O)(=O)c1ccc(Cl)cc1)NCc1ccccn1	3	-4
COc1cc(C=Nc2ccc(Cl)c(Cl)c2)cc(OC)c1OC	-1	-2
O=C(CSc1nc2ccccc2c(=O)[nH]1)Nc1ccc(Cl)cc1	6	-11
CN1CCN(C(=O)c2ccc(N(Cc3ccc(Cl)cc3)S(C)(=O)=O)cc2)CC1	11	1
O=C1OC(c2cccc(Cl)c2)=N/C1=C/c1ccc2c(c1)OCO2	0	-5
Clc1ccc(C2CC(c3cccs3)n3nnnc3N2)cc1 (centres undefined)	27	0
O=C(C1CC1)N1CCc2cc(S(=O)(=O)Nc3ccc(Cl)cc3F)ccc21	4	6
COc1cc(NC(=O)c2cccc(Cl)c2)ccc1NC(=O)c1cc2ccccc2o1	3	-58
Cc1cc(O)cc2c1C(=O)C(=Cc1cc(Cl)cc3c1OCOC3)O2	7	-7
Cc1c(Cl)cccc1N(CC(=O)Nc1cccnc1)S(C)(=O)=O	-7	-10
O=S(=O)(c1ccc(Cl)cc1)N1CCC(n2c(-c3ccoc3)nc3cccnc32)C1 (centres undefined)	-1	-4
O=C(Nc1ccc(Cl)cc1F)c1c(F)c(F)c(F)c(F)c1F	-15	3

Not a hit list, and some 3.6% of all compounds hit somewhere here.
